DT40 TDP1 no CPT – qHTS for Inhibitors of human tyrosyl-DNA phosphodiesterase 1 (TDP1): qHTS in cells in absence of CPT. Potency, µM (doses to about 46.2 µM), for the others: at the top dose activity change, negative = growth inhibition, most hits filed as inhibitors. 420,000 tested, 15% active. DT40 Tdp1-/- hTDP1 cells, no CPT, ATP luminescence, 48 h. AID 686978, 2013; further: nearly all actives have a fitted effect of over 55% in size
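Growth kinetics read by CellTiter-Glo luminescence after ≥48 hr at 37 °C. Cells: DT40 Tdp1-/- stably carrying human TDP1, 400 per well, compound exposure in the absence of CPT (DMSO vehicle).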
DT40 TDP1 CPT – growth inhibition of DT40 Tdp1-/-;hTDP1 cells with camptothecin (screen for TDP1 inhibitors) | AID 686979 | 420,000 tested, 12% active | chicken DT40 Tdp1-/-;hTDP1 cells + 20 nM CPT, ATP luminescence, 48 h | Potency, µM (doses to about 46.2 µM), for inactives: at the highest dose activity change, negative = growth inhibition, usual class: inhibitors; further: nearly all actives have a fitted effect of over 55% in size
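Chicken DT40 Tdp1-/- cells complemented with human TDP1, 400 cells/well, exposed to compounds plus 20 nM camptothecin for at least 48 h at 37 C; viability read as ATP content by CellTiter-Glo luminescence.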
GCN5L2 inh – blocks human GCN5L2 histone acetyltransferase; GCN5L2 HAT assay, ThioGlo1 CoA-SH fluorescence; Potency, µM (doses to about 58.9 µM), inactives show at the top dose activity change, negative = inhibition, actives largely listed as inhibitors; 390,000 tested, 0.21% active; AID 504327
Target sequence (Q92830 whole entry, looked up): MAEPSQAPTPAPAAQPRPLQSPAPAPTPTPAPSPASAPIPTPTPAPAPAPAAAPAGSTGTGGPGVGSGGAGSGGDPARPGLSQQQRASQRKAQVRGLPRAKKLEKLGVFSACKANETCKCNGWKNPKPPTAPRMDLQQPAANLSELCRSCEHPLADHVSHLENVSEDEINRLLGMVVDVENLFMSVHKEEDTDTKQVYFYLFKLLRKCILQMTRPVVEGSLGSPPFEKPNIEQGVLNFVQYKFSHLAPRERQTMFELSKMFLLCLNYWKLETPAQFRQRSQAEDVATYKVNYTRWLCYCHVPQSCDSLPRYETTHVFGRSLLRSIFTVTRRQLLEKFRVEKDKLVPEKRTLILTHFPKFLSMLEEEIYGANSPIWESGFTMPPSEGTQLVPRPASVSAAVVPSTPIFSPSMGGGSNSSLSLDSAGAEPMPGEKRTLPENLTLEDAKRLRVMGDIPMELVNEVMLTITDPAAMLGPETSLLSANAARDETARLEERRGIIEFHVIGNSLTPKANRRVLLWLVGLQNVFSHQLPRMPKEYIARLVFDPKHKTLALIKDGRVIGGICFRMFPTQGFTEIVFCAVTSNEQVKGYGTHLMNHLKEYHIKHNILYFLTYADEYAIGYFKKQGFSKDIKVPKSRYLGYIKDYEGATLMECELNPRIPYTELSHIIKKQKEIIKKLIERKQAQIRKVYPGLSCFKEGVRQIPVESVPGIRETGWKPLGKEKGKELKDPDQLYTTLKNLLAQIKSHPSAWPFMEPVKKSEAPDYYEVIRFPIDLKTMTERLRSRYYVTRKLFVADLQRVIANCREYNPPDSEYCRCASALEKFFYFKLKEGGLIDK
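GCN5L2 (20 nM) in 50mM HEPES pH 7.5, 0.1mM EDTA, 0.01% Tween-20 preincubated 15 min with compounds at room temperature. Reaction started with H3(1-25) 75uM, acetyl-CoA 70uM, ThioGlo1 50uM; CoA-thiol fluorescence (Ex340/Em540) read at 0 and 20 min.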
Numbers without * were called inactive; ? = inconclusive; . = not tested or not shown. The call rests on the fitted dose curve; in most records, active means well fitted curve in the direction sought with a large enough effect; inconclusive means small, poorly fitted or top-dose-only effect, or another doubt; inactive means no such curve, though single readings can be large; an effect the other way counts as inactive or inconclusive. On the % scale 0 is the no-effect control and ±100 the full control effect; potency means the concentration at half of the fitted maximal effect. These rows are one share of the data, so the mix of outcomes need not match the whole.

The line under a structure holds: DT40 TDP1 no CPT | DT40 TDP1 CPT | GCN5L2 inh
> CCc1ccc(-c2cn3c(n2)sc2cc(C(=O)NCCC4=CCCCC4)ccc23)cc1
    ? | ? | -1%
> CC(C)C(=O)NC(=S)Nc1ccc(CN2CCOCC2)cc1
    15% | 5% | -3%
> Cc1ccsc1/C=C(\C#N)C(=O)NCc1ccco1
    -2% | -1% | -4%
> O=C(CCNS(=O)(=O)c1ccccc1C(F)(F)F)NCC(c1ccco1)N1CCCCC1 (centres undefined)
    -11% | 5% | -5%
> O=C(CSc1nnc(NC(=O)C2CCCCC2)s1)NCc1ccco1
    -6% | 4% | -8%
> O=C(CNC(=S)N(Cc1ccccc1)Cc1cccnc1)NC1CCCC1
    -30% | -19% | -8%
> COc1ccccc1CNC(=O)COC(=O)c1ccc([N+](=O)[O-])o1
    13% | -2% | -2%
> CN(CCc1ccccc1)Cc1nc(-c2cnccn2)no1
    -14% | -4% | -5%
> CC1CCCN(C(=O)C2CCCN(S(=O)(=O)c3cccc4nsnc34)C2)C1 (centres undefined)
    -28% | ? | -1%
> O=C(Nc1ccc(Cl)cc1)c1ccsn1
    -26% | -18% | -8%
> CCCCN(C(=O)Oc1ccccc1)C1CCS(=O)(=O)C1 (centres undefined)
    -10% | 0% | -4%
> Cn1c(=O)n(Cc2ccccc2)c(=O)c2c1nc1n2CCCN1Cc1ccccc1
    ? | ? | -4%
> COc1ccc(-n2nc3c(N4CCC(C(=O)NCC(C)c5ccccc5)CC4)nnc(C)c3c2C)cc1 (centres undefined)
    ? | ? | 2%
> O=C(CCN1CCN(c2ccccc2)CC1)N/N=C/c1ccc([N+](=O)[O-])o1
    ? | 10µM* | -5%
> Cc1ccc(C(=O)NS(=O)(=O)c2ccccc2)cc1
    -7% | 8% | -7%
> O=[N+]([O-])c1cnn(-c2nc(-c3ccccc3)cc(C(F)(F)F)n2)c1
    -11% | -7% | 3%
> C=CCN(CC=C)C(=O)c1c(OC)cccc1OC
    -6% | 3% | 2%
> O=S1(=O)N=C(N(CCO)/N=C/c2ccncc2)c2ccccc21
    -27% | -15% | 2%
> O=C(CSc1c2c(nc3cc(Cl)ccc13)CCCC2)N1CCN(c2ccccc2)CC1
    5.8µM* | 7.3µM* | -4%
> O=C(Nc1ccccc1)c1cc(C2CCCCN2C(=O)OCCF)on1 (centres undefined)
    ? | -36% | .
> CCOC(=O)c1ccc(NC(=O)C2CC(=O)NC(=Nc3ccc(C)c(C)c3)S2)cc1 (centres undefined)
    ? | ? | -4%
> Cc1nnc(SCC(=O)N2CCc3ccccc3C2)n1-c1ccccc1
    -18% | -8% | 1%
> O=C(C1CC1)N1CCc2cc(Br)cc(S(=O)(=O)NCc3ccc4c(c3)OCO4)c21
    3% | 9% | -8%
> Cc1ccnc(NS(=O)(=O)c2ccc(NC(=O)Cc3ccc(F)cc3)cc2)n1
    -16% | -3% | -12%
> Cc1csc(NC(=O)CSCc2c(C)noc2C)n1
    -21% | -20% | 2%
> Cc1ccc2[nH]c(=O)c(CN(Cc3ccco3)C(=O)c3ccncc3)cc2c1
    10µM* | 10µM* | -1%
> CCCCCCN1CC(O)=C(c2nc3ccccc3[nH]2)C1=N
    -2% | -1% | -11%
> CC(C)OCCCn1c(NN)nc2ccccc2c1=O
    ? | -8% | -13%
> CC(C)(C)C(=O)OCCn1c(=O)c2cc3c(=O)n(CCOC(=O)C(C)(C)C)c(=O)c3cc2c1=O
    13% | 4% | -11%
> CC(c1ccco1)N(C(=O)c1ccccc1NS(=O)(=O)c1cc([N+](=O)[O-])ccc1Cl)c1ccccn1 (centres undefined)
    -26% | 4% | -2%

Single records, from the list above. Order of values: DT40 TDP1 no CPT, DT40 TDP1 CPT, GCN5L2 inh
O=C(CSc1c2c(nc3cc(Cl)ccc13)CCCC2)N1CCN(c2ccccc2)CC1 in the list: 5.8µM*, 7.3µM*, -4%
CCCCCCN1CC(O)=C(c2nc3ccccc3[nH]2)C1=N in the list: -2%, -1%, -11%
CCc1ccc(-c2cn3c(n2)sc2cc(C(=O)NCCC4=CCCCC4)ccc23)cc1 in the list: ?, ?, -1%
O=C(CNC(=S)N(Cc1ccccc1)Cc1cccnc1)NC1CCCC1 in the list: -30%, -19%, -8%
Cc1ccnc(NS(=O)(=O)c2ccc(NC(=O)Cc3ccc(F)cc3)cc2)n1 in the list: -16%, -3%, -12%

Further results
The line under a structure holds: DT40 TDP1 no CPT | DT40 TDP1 CPT | GCN5L2 inh
> CCCCc1nn2c(N)c(/C=C3\C=Nc4ccccc43)c(=O)nc2s1
    -15% | -18% | -5%
> COc1cc(OC)c(NC(=S)NCc2ccc(F)cc2)cc1Cl
    ? | 1% | -8%
> O=C(NC(=S)N1CCN(c2ccc([N+](=O)[O-])cc2)CC1)c1ccccc1F
    21µM* | ? | -1%
> CN1CCN(C(=O)c2ccc3c(c2)N(Cc2ccc(Cl)cc2)C(=O)c2ccccc2S3(=O)=O)CC1
    ? | -29% | 3%
> C/C=C/c1cccc(-c2nc(C(=O)N3CCCCC3)cc3c2[C@@H](CCO)N(C(=O)NC(C)C)C3)c1
    -7% | -3% | .
> CCN1CCN(c2cc(C)c3cc(NC(=O)/C=C/c4cccc(Cl)c4)ccc3n2)CC1
    -7% | 5.2µM* | -8%
> Cc1occc1C(=O)N1CCCC(Nc2ccc(C(C)C)cc2)C1 (centres undefined)
    ? | -10% | -4%
> CC(C)(C)c1ccc(NC(=O)Nc2ccc(F)cc2)cc1
    6.5µM* | 5.2µM* | 0%
> O=C(CSc1nc2ccccc2c(=O)n1-c1ccccc1F)N1CCOCC1
    -4% | ? | 3%
> Cc1ccc(-c2nc(CS(=O)(=O)CC(=O)N3CCN(C)CC3)c(C)o2)cc1
    11% | -2% | 2%
> O=c1c2cnn(-c3ccc(Cl)cc3)c2ncn1Cc1ccc(Cl)cc1Cl
    ? | 0% | 2%
> CN(C)/C(=N\S(=O)(=O)c1ccc(F)cc1)c1ccccc1
    2% | -4% | 27%
> COc1cc(OC)c(OC)cc1CN1CCCC(C(=O)c2ccccc2SC)C1 (centres undefined)
    21µM* | ? | -6%
> CCOc1cc(/C=N/NC(=O)c2cccs2)cc([N+](=O)[O-])c1O
    -10% | 10% | -10%
> CC(=O)c1cccc(NC(=O)C2CCCCC2)c1
    -1% | -9% | -3%
> COc1ccc(C=O)cc1CN1CCCN(Cc2ccccc2F)S1(=O)=O
    ? | ? | -5%
> Cn1c(C(=O)NCCN2CCOCC2)cc2c(=O)n3ccccc3nc21
    -26% | -12% | ?
> Fc1ccccc1N1CCN(c2ncnc3c2nc2n3CCCCC2)CC1
    ? | ? | -5%
> C(=N\Nc1nc(-c2ccccc2)cs1)/c1ccco1
    15µM* | 21µM* | -9%
> Fc1ccccc1CSc1nnc(-c2cccs2)o1
    -15% | -4% | -8%
> CCOc1cccc2cc(C(=O)N3CCOCC3)c(=O)oc12
    19% | -1% | 0%
> CNc1c([N+](=O)[O-])ncn1C
    -2% | 11% | 1%
> Cc1ccc(S(=O)(=O)NCC(=O)OCC(=O)c2c(N)n(C)c(=O)n(C)c2=O)cc1
    -17% | ? | -3%
> O=C(COC(=O)c1cccc(S(=O)(=O)N2CCc3ccccc32)c1)NCc1ccco1
    ? | -5% | -13%
> Cc1cc(C)c(C(=O)Nn2c(C)nc3ccccc3c2=O)cc1C
    -21% | ? | -6%
> Cn1c(N)cc(=O)n(C)c1=S
    -14% | -7% | .
> Cc1sc(NC(=O)C2=COCCO2)c(C(N)=O)c1C
    -12% | 7% | -6%
> Cc1c(N2C(=O)/C(=C3\C(=O)N(CC(=O)O)c4ccccc43)SC2=S)c(=O)n(-c2ccccc2)n1C
    ? | ? | -7%
> Cc1ccc(CSc2cn(CC(=O)N3CCCCC3)c3ccccc23)cc1
    23µM* | ? | -8%
> COc1cc(CCC(=O)OCC(=O)Nc2c(Cl)cccc2Cl)cc(OC)c1OC
    -1% | 0% | -3%

Continuation:
compound,DT40 TDP1 no CPT,DT40 TDP1 CPT,GCN5L2 inh
Cc1ccc(/C=C(/C#N)C(=O)NC(=O)Oc2ccccc2)cc1,3%,-10%,-6%
Nc1nc(SCC(=O)Nc2ccc(F)cc2)[nH]c(=O)c1NC(=O)c1ccc(F)c(F)c1,21%,-4%,-1%
O=C(Cn1ccn(-c2ccc(F)c(Cl)c2)c(=O)c1=O)NCCc1ccccc1,-15%,14%,1%
CC1(C(=O)Nc2ccc3c(c2)OCCO3)CCN1C(=O)C/C=C/c1ccccc1 (centres undefined),?,29µM*,.
O=C(CSc1nc2ccccc2s1)NNC(=S)Nc1ccccc1,2%,17%,-1%
CC1CC(C)CN(c2ccc(C(=O)NCc3ccc4c(c3)OCO4)cc2[N+](=O)[O-])C1 (centres undefined),-2%,2%,-9%
COc1ccc(/C=C2\CCC(C3CCCC3)C2=O)cc1OC (centres undefined),-30%,10%,-11%
NC(=O)COC(=O)c1ccc(S(=O)(=O)NCc2ccco2)cc1,-23%,-7%,-10%
COc1ccc(N(CC(=O)NC2CCCCC2)C(=O)CCC(=O)Nc2nc(C)cs2)cc1,-28%,-9%,-6%
COc1ccc(NC(=O)CN2c3cccc4cccc(c34)S2(=O)=O)c(OC)c1,?,?,-15%
O=C(O)c1ccccc1OC(C(=O)Nc1cc(Cl)cc(Cl)c1)c1ccccc1 (centres undefined),26µM*,29µM*,-1%
CCCCCCN1C[C@@H](O)[C@H](n2cc(COC(=O)c3ccccc3)nn2)C[C@@H]1c1ccc(Cl)cc1,?,-19%,.
Cc1ccc(OC(=O)CSc2nnc(-c3ccc4c(c3)OCO4)o2)cc1,4%,1%,-3%
Nc1ncc(CCN2CCOCC2)c(-c2ccc(F)cc2)n1,?,-10%,-1%
CC1CCCCN1c1ccc(N)cc1C(N)=O (centres undefined),2%,26%,0%
O=C(NCc1ccc(F)cc1)c1cc(S(=O)(=O)N2CCCCC2)ccc1N1CCOCC1,?,?,-1%
Cc1ccc2c(CC(=O)NCc3ccc4c(c3)OCO4)coc2c1,12%,-13%,0%
O=C(Nc1ccc(S(=O)(=O)NCC2CCCO2)cc1)c1ccc(Cl)cc1[N+](=O)[O-] (centres undefined),?,8.2µM*,0%
COc1ccc(-c2cc(C(F)(F)F)nc(S(=O)(=O)CCCC(=O)Nc3cc(C)on3)n2)cc1OC,1.2µM*,0.73µM*,-6%
O=C(Cc1cccs1)Nc1c(C(=O)Nc2ccc(F)cc2)oc2ccccc12,-21%,-25%,-9%
CCOc1ccc2oc(C(=O)NCc3nc4ccccc4[nH]3)c(C)c2c1,?,?,-2%
Cc1ccsc1C(=O)NCc1ccc(Cl)cc1,-19%,11%,.
O=[N+]([O-])c1cc(S(=O)(=O)O)cc([N+](=O)[O-])c1NN(c1ccccc1)c1ccccc1,?,-7%,-2%
CCN1CCN(C(=O)/C(=C/c2ccco2)NC(=O)c2ccccc2)CC1,-21%,-1%,0%
O=[N+]([O-])c1ccccc1S(=O)(=O)N1CCCc2ccccc21,?,-30%,-18%
COc1ccc(CCNC(=O)C2COc3ccccc3O2)cc1OC (centres undefined),-24%,-12%,.
CC1(C)OC(=O)C2=C(C[C@@H](C3CCCC3)O[C@H]2CCc2cccc(Cl)c2)O1,?,-26%,.
c1ccc2c(CCc3c[nH]c4ccccc34)ccnc2c1,16µM*,13µM*,.
CC1CCN(CCCNC(=O)C2CC(=O)N(C3CCCCCC3)C2)CC1 (centres undefined),2%,-15%,-14%
COc1ccc(CC2S/C(=N/N=C/c3ccccc3O)NC2=O)cc1 (centres undefined),0.92µM*,3.3µM*,-5%
CCCCc1c(C)c(C#N)c2nc3ccccc3n2c1Nc1c(C)n(C)n(-c2ccccc2)c1=O,16µM*,23µM*,-6%
COc1ccccc1/C=C/C=N/NC(=O)CN1CCN(S(=O)(=O)c2ccc(C)cc2)CC1,?,?,-14%
Cc1ccn2c(NC3CCCC3)c(-c3ccccn3)nc2c1,6.5µM*,18µM*,-7%
C=C1C(=O)C=C2CN(C(=O)c3ccccc3)[C@@](Cc3ccc(F)cc3)(C(=O)OC)[C@@H]12,0.052µM*,0.16µM*,-2%
COc1ccccc1CC(=O)Nc1cccc(S(=O)(=O)N2CCOCC2)c1,4%,-8%,2%
OC(c1cc(F)cc(Cl)c1)c1ncc(-c2cccc(C(F)(F)F)c2)[nH]1 (centres undefined),13µM*,16µM*,.
O=C(NC1CCCCC1)N1CCN(c2ccc([N+](=O)[O-])cc2)CC1,?,13µM*,-6%

Screening data from PubChem BioAssay.
